Source: PubChem BioAssay
KCNQ1 act: potentiators or activators of KCNQ1 channel, primary screen, cell-based, thallium flux, high-throughput; CHO-K1 KCNQ1, thallium flux FluxOR fluorescence; hits give high values; B-score at 10 µM; hit rate 0.35% among 310,000; AID 2648, 2010;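 active means fluorescence ratio B-score, a plate-corrected score, at least three library SD, with initial intensity B-score within 5 SD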
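assay system = CHO-K1 cells stably expressing KCNQ1 | medium = assay buffer, equal DMSO in all wells | timing = 37 °C overnight plating, 90-min dark dye load, 20-min compound pretreatment | measured by = kinetic FluxOR thallium fluorescence, 10-s 1-Hz baseline, 110-s post-stimulus read | measure = fluorescence change relative to baseline, converted to B score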
hERG rescue: hERG rescue from dofetilide block, primary screen, cell-based, CHO-hERG, FluxOR thallium flux, dofetilide IC70 | dofetilide IC70 present | activation (rescue from dofetilide block), less the hit threshold, % at 10 µM | hit rate 0.51% among 310,000 | AID 1511, 2009;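 active means activation above the mean of controls blocked by dofetilide plus 5 SD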;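 further: thallium influx through hERG after potassium depolarization seen as dye fluorescence rise; in these data hits start at about 4.7%; inactives centre near -7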
TRPC4 agonist: activators of mouse TRPC4 channel, primary screen, Fluo4 calcium, HEK293 TRPC4beta/mu-opioid cells; Short transient receptor potential channel 4 (Mus musculus), Q9QUQ5; Fluo4 calcium fluorescence; hits give high values; B-score at 10 µM; hit rate 0.49% among 310,000; AID 2237, 2010;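 active means B-score above 5 SD of library B-scores, and initial fluorescence ratio not above library mean plus 5 SD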;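 further: positive B-score marks a calcium rise read as TRPC4 activation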
Target sequence (Q9QUQ5 whole entry, looked up): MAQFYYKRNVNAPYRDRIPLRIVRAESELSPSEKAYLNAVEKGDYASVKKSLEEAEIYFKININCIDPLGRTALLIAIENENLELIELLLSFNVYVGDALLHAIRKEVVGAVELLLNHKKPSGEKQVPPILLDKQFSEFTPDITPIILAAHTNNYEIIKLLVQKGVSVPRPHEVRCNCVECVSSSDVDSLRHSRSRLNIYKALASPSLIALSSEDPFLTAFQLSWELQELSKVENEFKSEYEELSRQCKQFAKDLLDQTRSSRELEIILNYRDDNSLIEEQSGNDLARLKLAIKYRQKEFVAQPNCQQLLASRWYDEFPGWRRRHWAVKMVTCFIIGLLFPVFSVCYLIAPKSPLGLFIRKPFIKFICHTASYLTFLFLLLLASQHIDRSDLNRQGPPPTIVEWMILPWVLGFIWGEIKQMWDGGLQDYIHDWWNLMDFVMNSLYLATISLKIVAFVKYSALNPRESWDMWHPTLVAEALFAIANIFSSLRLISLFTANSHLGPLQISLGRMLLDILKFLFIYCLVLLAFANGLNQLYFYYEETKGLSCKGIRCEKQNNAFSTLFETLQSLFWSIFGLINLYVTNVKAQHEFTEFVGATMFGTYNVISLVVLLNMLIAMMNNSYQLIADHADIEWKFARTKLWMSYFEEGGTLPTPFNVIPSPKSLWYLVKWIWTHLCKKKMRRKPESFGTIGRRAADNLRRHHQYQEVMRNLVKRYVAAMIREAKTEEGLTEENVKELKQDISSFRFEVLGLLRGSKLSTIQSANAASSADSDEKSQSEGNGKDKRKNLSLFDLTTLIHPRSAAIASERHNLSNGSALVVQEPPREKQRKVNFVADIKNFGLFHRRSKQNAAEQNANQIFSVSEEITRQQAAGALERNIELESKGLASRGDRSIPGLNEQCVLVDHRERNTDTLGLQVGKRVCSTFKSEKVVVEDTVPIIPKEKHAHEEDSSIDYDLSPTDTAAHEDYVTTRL
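Test system: HEK293 cells stably co-expressing mouse TRPC4beta and mu-opioid receptor | Schedule: Fluo4 dye loading 45 min at room temperature, 110 s recording | Measured by: Kinetic Fluo4 calcium fluorescence, 5 s baseline at 1 Hz | Evaluation: B score of integrated ratio | Controls: Buffer (low) and maximal DAMGO (high)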
TRPC4 PAM: positive allosteric modulators of TRPC4, primary screen, cell-based, mouse TRPC4beta, HEK293 mu-opioid, Fluo-4 calcium; B-score at 10 µM; Short transient receptor potential channel 4 (Mus musculus), Q9QUQ5; DAMGO EC20, Fluo-4 Ca2+ flux; hits give high values; hit rate 0.42% among 310,000;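 active means B-score of calcium response area above 5 SD of library B-scores, with initial fluorescence ratio within 5 SD of library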;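 further: B-score of integrated fluorescence ratio over time as area under calcium response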
PolyA inh: polyadenylation inhibitors in yeast reporter cells, primary screen, luminescence, S. cerevisiae; hit rate 0.02% among 300,000; AID 1875, 2009; calls only at 12 µM; S. cerevisiae SKY197-pL101 polyadenylation reporter, beta-gal luminescence; efflux-impaired pdr1/pdr3 knockout yeast; score 100 = 6 SD above DMSO;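 active means lowest replicate activity score at least 50, where 100 means six control SD above control mean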;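 further: yeast exposed to compound for 9 h at 30 °C; higher score means more reporter readthrough which indicates perturbed polyadenylation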
KCNK3 block: human KCNK3 channel inhibitors, primary screen, CHO cells, FluxOR thallium flux, B-score. Potassium channel subfamily K member 3 (Homo sapiens), O14649. FluxOR fluorescence; hits give low values. B-score at 10 µM. hit rate 0.84% among 340,000;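 active means B-score under library mean minus 4 SD, starting fluorescence ratio at most library mean plus 5 SD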;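 further: more negative B-score means stronger inhibition of thallium flux through KCNK3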
Platelet DG rel: inhibitors of platelet dense granule secretion, primary screen, cell-based, MLPCN, human platelets; hit rate 0.22% among 300,000; human platelet-rich plasma, SFLLRN dense granule ATP release, luminescence; inhibition, %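 (compounds screened at 7.5 µM in platelet-rich plasma)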; AID 1663, 2009;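 active means mean replicate score, as percent of positive control, at or above 50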
KCNQ1 inh: inhibitors of human KCNQ1 channel, primary screen, cell-based, thallium flux, high-throughput. CHO-K1 KCNQ1, FluxOR thallium flux fluorescence; hits give high values. AID 2642, 2010. B-score at 10 µM. hit rate 1.3% among 310,000. Potassium voltage-gated channel subfamily KQT member 1 (Homo sapiens), P51787;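 active means compounds whose thallium flux B-score, printed positive for inhibition, exceeds three library SD while starting fluorescence stays within three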;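 further: channel opened by potassium depolarization with thallium stimulus after 20 min compound exposure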
TRPC4 inh: inhibitors of mouse TRPC4 channel, primary screen, Fluo4 calcium, HEK293 TRPC4beta/mu-opioid cells; B-score at 10 µM; Short transient receptor potential channel 4 (Mus musculus), Q9QUQ5; DAMGO-evoked Fluo4 calcium flux; hits give low values; AID 2247, 2010; hit rate 0.39% among 300,000;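 active means B-score over 3 SD under the library average, no early fluorescence shift, positive overall ratio signal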
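material = TRPC4beta/mu-opioid receptor HEK293 cell line | probe or stimulus = sequential submaximal and maximal DAMGO stimulation | compound dosing = one concentration per compound | measured by = Fluo4 Ca2+ flux fluorescence | evaluation = integrated fluorescence ratio relative to baseline, converted to per-well B score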
KCNK9 inh: KCNK9 potassium channel inhibitors, primary screen, HEK293 cells, thallium flux; FluxOR thallium flux fluorescence; hits give low values; B-score at 10 µM; hit rate 1.2% among 310,000;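 active means ratio B-score over 3 SD below the library mean, with starting fluorescence within 5 SD of its mean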;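 further: negative B-score means less thallium flux so channel inhibition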
DYRK1A inh: rat Dyrk1A kinase inhibitors, primary screen, biochemical, single point, plate reader | Dual specificity tyrosine-phosphorylation-regulated kinase 1A (Rattus norvegicus), Q63470 | inhibition, % at 12.5 µM | AID 504441, 2011 | hit rate 0.43% among 310,000 | ADP-Glo luminescence, NFATc1 peptide; in the data active means inhibition above about 50%;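 further: plate controls were vehicle with enzyme for no effect and no enzyme for full effect; many of its hits are not listed in these tables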
* marks the source's active call; other numbers are inactive results; i = inactive; x = no result given.

mol,KCNQ1 act,hERG rescue,TRPC4 agonist,TRPC4 PAM,PolyA inh,KCNK3 block,Platelet DG rel,KCNQ1 inh,TRPC4 inh,KCNK9 inh,DYRK1A inh
CC1CC(=O)N(CC(=O)Nc2ccc(Br)cc2)c2ccccc2S1(=O)=O (stereo unspecified),i,-7,i,i,i,i,2,i,i,i,-4
CC(Nc1nc(-c2ccc(F)cc2)cs1)c1nc2cc(Cl)c(Cl)cc2n1CCOCCO (stereo unspecified),i,-11,i,i,i,i,4,i,i,i,6
c1ccc(-c2nc(CSc3nnnn3-c3ccccc3)cs2)cc1,i,-24,i,i,i,i,2,i,i,i,3
O=C1CCN(S(=O)(=O)c2ccccc2)N1,i,-11,i,i,i,i,0,i,i,i,-7
O=C(CCC(=O)N/N=C/c1ccco1)N/N=C/c1ccco1,i,-8,i,i,i,i,2,i,i,i,x
Cc1ccc(C2CCN(C(=S)NC(C)(C)C)C2)cc1 (stereo unspecified),i,-7,i,i,i,i,6,i,i,i,-1
CCOC(=O)COc1cccc2c(=O)n(CC(N)=O)ccc12,i,-11,i,i,i,i,-7,i,i,i,-2
Cc1ccc(NC(=O)CSc2nc3ccccc3nc2N2CCOCC2)c(C)c1,i,-6,i,i,i,i,0,i,i,i,-2
CC1=CC2=NC(=O)CC(C)(C(=O)N(CC(=O)NC(C)(C)C)Cc3cccs3)N2C=C1 (stereo unspecified),i,-8,i,i,i,i,11,i,i,i,4
Cc1ccc(C(=O)NCc2ccco2)cc1Br,i,-11,i,i,i,i,-2,i,i,i,11
NNC(=O)c1ccc(Cn2cccn2)o1,i,0,i,i,i,i,-4,i,i,i,0
CCOC(=O)c1c(C)n(C)c2ccc(O)c(S(=O)(=O)c3ccccc3)c12,i,-13,i,i,i,i,-1,i,i,i,2
O=C(COc1ccccc1)Nc1ccc(-c2nnc(-c3ccco3)o2)cc1,i,-6,i,i,i,i,2,i,i,i,-5
CCCN1C2CCCC1CC(NC(=O)NC1CCCCC1)C2 (stereo unspecified),i,-10,i,i,i,i,0,i,i,i,-1
COc1cccc(Oc2cn[nH]c2-c2ccc(OCC(=O)NN)cc2O)c1,i,-5,i,i,i,i,1,i,i,i,1
O=C(CNc1cccc2ccccc12)N/N=C/c1ccc([N+](=O)[O-])o1,i,-15,i,i,i,i,0,i,i,i,4
CCOC(=O)c1cc(-c2ccc3c(c2)OCCO3)n[nH]1,i,-12,i,i,i,i,1,i,i,i,5
CC(C)(C)OC(=O)NC(Cc1ccccc1)C(=O)O (stereo unspecified),i,-8,i,i,i,i,-8,i,i,i,-4
COc1ccc(OC)c(C(=O)c2coc3ccc(OC)cc23)c1,i,-12,i,i,i,i,-3,i,i,-15*,13
O=C(NCCNc1nccc(C(F)(F)F)n1)c1cccc(C(F)(F)F)c1,i,-10,i,i,i,i,-3,i,i,i,14
COc1ccccc1OCCn1cc(/C=C(\C#N)C(=O)NCc2ccco2)c2ccccc21,i,-4,i,i,i,i,0,i,i,i,-3
CN(C)/C(CN1CCOCC1)=C1\N=C(c2ccccc2)OC1=O,i,-10,i,i,i,i,7,i,i,i,9
CCCCN(CCCC)Cc1ccc(C(=O)NN)o1,i,-6,i,i,i,i,8,i,i,i,3
COc1ccc(NC(=O)C(=O)NCC(c2ccco2)N2CCc3ccccc3C2)cc1 (stereo unspecified),i,-8,i,i,i,i,19,i,i,i,-1
CCOC(=O)c1ccccc1-c1csc(N)n1,i,-8,i,i,i,i,-2,i,i,i,0
Cc1ccc(C)c(NC(=O)CN(C)S(=O)(=O)c2cccc3cccnc23)c1,i,-10,i,i,i,i,2,i,i,i,5
COc1ccc(C2=NN(C(=O)CCC(=O)O)C(c3ccc(OC)c(OC)c3)C2)cc1 (stereo unspecified),i,-2,i,i,i,i,0,i,i,i,-7
Cc1cccc(NC(=O)CSCc2cc(=O)n3nc(C4CC4)sc3n2)c1,i,-5,i,i,i,i,0,i,i,i,2
CC(=O)c1ccc(N2CCN(C(=O)COc3ccc4c(c3)CCC4)CC2)cc1,i,-7,i,i,i,i,-2,i,i,i,-6
COc1ccc(NC(=S)N2CCN(C(=O)c3ccccc3)CC2)cc1,i,-11,i,i,i,i,0,i,i,i,5
O=C(NCC(O)c1ccccc1)Nc1cccs1 (stereo unspecified),i,0,i,i,i,i,-8,i,i,i,x
COc1cc2c(cc1OC)CN(C(=O)c1cc(S(=O)(=O)N3CCOCC3)ccc1Cl)CC2,i,-14,i,i,i,i,12,i,i,i,4
COc1ccc(C(=O)N(C)CC(O)c2ccccc2)cc1OC1CCN(C(C)=O)CC1 (stereo unspecified),i,-5,i,i,i,i,-10,i,i,i,2
OCCC1CN(Cc2cnc(N3CCCC3)s2)CCN1Cc1ccccc1 (stereo unspecified),i,-14,i,i,i,i,11,i,i,i,9
Cc1cc(NC(=O)Cc2ccccc2C)no1,i,0,i,i,i,i,2,i,i,i,0
CCc1cc2c(=O)oc(-c3ccc(F)cc3)nc2s1,i,-5,i,i,x,i,8,i,i,i,x
Cc1cc(-c2nnc(SCC(=O)Nc3ccccc3F)n2N)n[nH]1,i,-4,i,i,i,i,18,i,i,i,2
CC(=O)c1c(N2CCCCC2)nc(=S)n(Cc2ccccc2)c1C,i,-11,i,i,i,i,3,i,i,i,2
CN(C)CCNC(=O)Nc1ccc([N+](=O)[O-])cc1,i,-3,i,i,i,i,-2,i,i,i,1
Cc1ccc(-n2nnnc2SCC(=O)Nc2ccc(N3CCN(C)CC3)cc2)c(C)c1,i,-12,i,i,i,i,11,i,i,i,-3

Entries listed so far printed as active in KCNK9 inh:
molecule | KCNQ1 act | TRPC4 agonist | TRPC4 PAM | PolyA inh | KCNK3 block | Platelet DG rel | KCNQ1 inh | TRPC4 inh | KCNK9 inh | DYRK1A inh
COc1ccc(OC)c(C(=O)c2coc3ccc(OC)cc23)c1 | i | i | i | i | i | -3 | i | i | -15* | 13

(more compounds)
mol,KCNQ1 act,hERG rescue,TRPC4 agonist,TRPC4 PAM,PolyA inh,KCNK3 block,Platelet DG rel,KCNQ1 inh,TRPC4 inh,KCNK9 inh,DYRK1A inh
CCc1nnc(NS(=O)(=O)c2ccc(N/C=C\C(=O)c3ccc(C)cc3)cc2)s1,i,-6,i,i,i,i,-29,i,i,i,-7
Clc1ccc(-c2nc3n(n2)Cc2ccccc2-3)cc1,i,-11,i,i,i,i,29,i,i,i,3
COc1ccc(S(=O)(=O)N(CC(N)=O)C2CCCCC2)cc1Cl,i,-3,i,i,i,i,-46,i,i,i,-18
Cc1ccc(-c2nnc(N(C)C(=O)c3ccncc3)s2)cn1,i,-7,i,i,i,i,-2,i,i,i,44
Cc1ccc2c(c1)N(CC(=O)NCCCN1CCCCC1C)C(=O)c1cccnc1O2 (stereo unspecified),i,-8,i,i,i,i,-4,i,i,i,4
O=C(CCCN1C(=O)/C(=C/c2ccco2)SC1=S)Nc1cccc(C(=O)O)c1,i,-10,i,i,i,i,-12,i,i,i,2
O=C(CCc1nnc(Cc2ccc3c(c2)OCO3)o1)N(CC1CCC1)CC1CCCO1 (stereo unspecified),i,-6,i,i,i,i,-7,i,i,i,9
O=C(CN1C(=O)S/C(=C/c2cccs2)C1=O)N1CCOCC1,i,-5,i,i,i,i,10,i,i,i,10
Cc1cc(NC(=O)CSCC(=O)OC(C)C(=O)N(C)Cc2ccccc2)no1 (stereo unspecified),i,-9,i,i,i,i,-10,i,i,i,-3
COc1ccc(S(=O)(=O)N2CCCC2)cc1C(=O)N1CCOCC1,i,0,i,i,i,i,2,i,i,i,-1
CN(C(=O)COc1cc(=O)n(C)c2ccccc12)c1ccc(Cl)cc1,i,-12,i,i,i,i,3,i,i,i,5
CCOc1cc(C(c2c(C)[nH][nH]c2=O)c2c(C)[nH][nH]c2=O)ccc1OC(=O)c1cccc([N+](=O)[O-])c1,i,-4,i,i,i,i,-6,i,i,i,0
Cc1cc(C(=O)CSc2nc3ccccc3n2CCC#N)c(C)n1Cc1cccs1,i,-10,i,i,i,i,0,i,i,i,2
COc1ccc(N=Nc2n(C)c3ccccc3[n+]2C)cc1,i,-5,i,i,i,x,98*,i,i,i,x

Structures shown so far containing a cyano group, in the order listed:
mol,KCNQ1 act,hERG rescue,TRPC4 agonist,TRPC4 PAM,PolyA inh,KCNK3 block,Platelet DG rel,KCNQ1 inh,TRPC4 inh,KCNK9 inh,DYRK1A inh
COc1ccccc1OCCn1cc(/C=C(\C#N)C(=O)NCc2ccco2)c2ccccc21,i,-4,i,i,i,i,0,i,i,i,-3
Cc1cc(C(=O)CSc2nc3ccccc3n2CCC#N)c(C)n1Cc1cccs1,i,-10,i,i,i,i,0,i,i,i,2

Ordered by heavy-atom count (low to high): some entries from above
mol,KCNQ1 act,hERG rescue,TRPC4 agonist,TRPC4 PAM,PolyA inh,KCNK3 block,Platelet DG rel,KCNQ1 inh,TRPC4 inh,KCNK9 inh,DYRK1A inh
COc1ccc(N=Nc2n(C)c3ccccc3[n+]2C)cc1,i,-5,i,i,i,x,98*,i,i,i,x
Cc1ccc(-c2nnc(N(C)C(=O)c3ccncc3)s2)cn1,i,-7,i,i,i,i,-2,i,i,i,44
Cc1ccc2c(c1)N(CC(=O)NCCCN1CCCCC1C)C(=O)c1cccnc1O2 (stereo unspecified),i,-8,i,i,i,i,-4,i,i,i,4

This is a subset. The share of hits here may be higher or lower than overall.
